p53 reactivator: qHTS assay for re-activators of p53 using a Luc reporter | H1299 p53-A138V BP100-luciferase reporter, luminescence, 24 h | Potency, µM (series often up to 92.2 µM), for inactives: at the highest dose activity change, positive = activation, actives largely listed as activators | 0.063% of 320,000 active | AID 504706, 2011; note: potency is the fitted concentration of half-maximal effect; % of control where 0% means no effect; nearly all actives have a fitted effect of over 45% in size
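p53-null H1299 cells stably carrying temperature-sensitive p53-A138V and a BP100-luciferase reporter were pinned with compounds (4-point, 1:5 series) and held 24 hrs at 37 deg C. Luminescence was read 10 min after detection reagent.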
AT treatment: qHTS Assay for Identifying a Potential Treatment of Ataxia-Telangiectasia; 0.19% of 320,000 active; […] A-T fibroblasts, KAP-1 phosphorylation AlphaLISA; neocarzinostatin DNA damage 30 min before lysis; Potency, µM (top dose mostly 57.5 µM), for inactives: at the highest dose activation, most hits filed as activators; note: potency is the fitted concentration of half-maximal effect; % of control where 0% means no effect; nearly all actives have a fitted effect of over 45% in size
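ATM-like activity read as KAP-1 phosphorylation via AlphaLISA donor/acceptor antibody pairs after lysis and 6 hr at 25C. Cells were ATM-null patient fibroblasts ([…], hTERT), dosed 60 min, then exposed to the DSB inducer NCS for 30 min.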
B2AR arrestin: qHTS assay of beta-arrestin-biased ligands of beta2-adrenergic receptor; beta-arrestin recruitment to beta2AR, cell-based reporter; Potency, µM (titrated, usually from 46.1 µM), for inactives: top-dose activation, actives largely listed as activators; 0.02% of 330,000 active; AID 492947, 2010;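 note: potency is the fitted concentration of half-maximal effect; 0% = DMSO controls and full agonism = EC100 isoproterenol or metaproterenol; nearly all actives have a fitted effect of over 65% in size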
Target sequence (P07550 whole entry, looked up): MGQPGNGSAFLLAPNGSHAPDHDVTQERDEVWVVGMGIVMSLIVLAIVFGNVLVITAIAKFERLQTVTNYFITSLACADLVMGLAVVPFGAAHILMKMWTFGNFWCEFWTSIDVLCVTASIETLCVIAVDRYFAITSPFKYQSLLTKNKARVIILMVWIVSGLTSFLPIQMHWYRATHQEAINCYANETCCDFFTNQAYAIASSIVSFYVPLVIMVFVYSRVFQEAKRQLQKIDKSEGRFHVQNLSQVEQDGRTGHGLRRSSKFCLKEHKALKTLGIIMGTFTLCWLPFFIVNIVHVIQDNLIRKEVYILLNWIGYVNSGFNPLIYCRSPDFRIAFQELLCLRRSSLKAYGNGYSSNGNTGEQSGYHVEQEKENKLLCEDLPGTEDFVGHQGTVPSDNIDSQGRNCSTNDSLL
PTAP TSG101 blk: qHTS Assay for Iinhibitors of HIV-1 Budding by Blocking the Interaction of PTAP/TSG101; Potency, µM (titrated, usually from 115 µM), without a hit: at the top dose activity change, negative = inhibition, most hits filed as inhibitors; Tumor susceptibility gene 101 protein (Homo sapiens), Q99816; Fluorescence polarization, FITC-PTAP peptide / Tsg101 binding; 340,000 tested, under 10 active; active = well fitted inhibition curve with a large enough effect in the main read-out, with a control signal flat, not every such curve was filed as active; inconclusive = small, poorly fitted or top-dose-only effect, or effect the other way, or a change in a side signal; inactive = no such curve, though single readings can be large or run the other way; note: potency is the fitted concentration of half-maximal effect; % of control where 0% means no effect
Target sequence (Q99816 whole entry, looked up): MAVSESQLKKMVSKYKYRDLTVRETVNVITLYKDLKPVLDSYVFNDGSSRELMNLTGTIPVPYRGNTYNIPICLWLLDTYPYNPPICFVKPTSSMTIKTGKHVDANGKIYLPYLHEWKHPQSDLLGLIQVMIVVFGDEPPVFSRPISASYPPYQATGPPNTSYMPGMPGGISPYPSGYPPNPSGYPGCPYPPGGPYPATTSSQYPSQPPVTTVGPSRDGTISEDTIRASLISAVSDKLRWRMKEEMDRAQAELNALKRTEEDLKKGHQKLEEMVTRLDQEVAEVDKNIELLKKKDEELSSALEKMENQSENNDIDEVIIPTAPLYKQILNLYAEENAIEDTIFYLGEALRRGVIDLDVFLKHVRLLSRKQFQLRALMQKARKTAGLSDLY
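Compounds were pin-transferred onto Tsg101 binding domain (10 uM final) in HEPES pH 7.5 buffer, then FITC-PTAP peptide was added at 50 nM final. After 20 min at RT, polarization reported peptide displacement across a qHTS concentration series.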
BRCA1 expr act: qHTS Assay to Identify Small Molecule Activators of BRCA1 Expression; MCF7-BRCA1-FFLuc reporter, luminescence, 48 h; response scale: scaled: vehicle 0%, 10 µM genistein 100%; 1.1% of 380,000 active; Potency, µM (doses to about 46.1 µM), without a hit: at the highest dose activation, usual class: activators; AID 624202, 2012; note: potency is the fitted concentration of half-maximal effect; nearly all actives have a fitted effect of over 80% in size; some results filed as inactive show a strong effect at the top dose
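Activators of BRCA1 expression were detected as increased firefly luciferase luminescence in engineered MCF7 cells after 48 h compound incubation. Signals were scaled to genistein 10 microM as full activation.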
TRPV1 agonist: HTS Assay for Compounds that Act as Agonists of the Vanilloid Receptor 1; Transient receptor potential cation channel subfamily V member 1 (Homo sapiens), Q8NER1; TRPV1-expressing cells, Fluo-8 calcium influx, agonist mode; activation, % at 8.33 µM; 0.19% of 320,000 active; AID 540275, 2011; in the data active = activation above about 80%; inconclusive = between about 30% and that limit; note: 0% is about no effect
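Fluo-8 calcium influx in TRPV1-expressing cells, kinetic read (ex 480/em 520 nm). Compound added and read 3 min for agonist activity, followed by capsaicin at EC20 final and 2 min further read for enhancement.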
CXXC DNA block: qHTS Fluorescence Polarization Assay for Inhibitors of MLL CXXC domain - DNA interaction; Histone-lysine N-methyltransferase 2A (Homo sapiens), Q03164; MLL-CXXC / FITC-HOXA9 DNA fluorescence polarization; Potency, µM (doses to about 115 µM), for inactives: at the highest dose activity change, negative = inhibition, hits mostly inhibitors; 0.037% of 290,000 active; AID 2662, 2010; active = well fitted inhibition curve with a large enough effect in the polarisation, with a control signal flat, not every such curve was filed as active; inconclusive = small, poorly fitted or top-dose-only effect, or effect the other way, or a change in a side signal; inactive = no such curve, though single readings can be large or run the other way; the % refers to the polarisation; note: potency is the fitted concentration of half-maximal effect
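Purified MLL-CXXC (added from a 7 uM solution) was preincubated 5 min at ambient with pinned compounds in 50 mM Tris-HCl pH 7.5, 50 mM NaCl, 1 mM DTT, 0.05% BSA. Fluorescein-labeled HOX-A9 DNA (50 nM solution) followed, 30 min, then polarization read.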
a7 integrin act: qHTS for Activators of Integrin-Mediated Alleviation for Muscular Dystrophy. alpha7betagal myoblasts, beta-gal FDG fluorescence, 48 h. 0.064% of 350,000 active. AID 624291, 2012. Potency, µM (series often up to 38.3 µM), without a hit: top-dose activation, most hits filed as activators;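 note: potency is the fitted concentration of half-maximal effect; 100% = response of the positive control SU9516; nearly all actives have a fitted effect of over 60% in size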
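alpha7betagal+/- myoblasts (passage 13, 250/well) treated 48 h at 37C with compounds at 1:260 dilution of DMSO stock. Lysed, then beta-galactosidase activity read as FDG fluorescence (ex 480/em 540) after 30 min, with pre-read for autofluorescence.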
ELG1 DNA repair: qHTS screen for small molecules that inhibit ELG1-dependent DNA repair in human embryonic kidney (HEK293T) cells expressing luciferase-tagged ELG1; HEK293T ELG1-luciferase reporter, luminescence, 16 h; DNA damage induced by 5-fluorouridine; Potency, µM (doses to about 46.1 µM), for inactives: at the highest dose activity change, negative = inhibition, usual class: inhibitors; 2.3% of 330,000 active; AID 504467, 2011; note: potency is the fitted concentration of half-maximal effect; % is set by controls: 0 for no effect and ±100 for the full control effect; nearly all actives have a fitted effect of over 55% in size
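Quantitative HTS, concentration-response format. 2,000 cells/well co-treated with 5-fluorouridine and compound, 16 hr in 5% CO2 at 37 °C; ONE-Glo luminescence read after 30 min.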
TCR act: Activators of T cell receptors: qHTS campaign. Potency, µM (top dose mostly 9.22 µM), inactives show top-dose activation of IL-2 secretion, hits mostly activators. 330,000 tested, under 10 active. primary human leukocytes, anti-CD3, IL-2 HTRF, 48 h; note: % of control where 0% means no effect
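Activity was scored as IL-2 release from primary human leukocytes given only a TCR signal (a-CD3 beads) plus compound for 48 hr. Detection used a two-antibody HTRF format read at 665nm.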
* = called active by the depositor; ? = inconclusive; . = not tested or not shown; [ ] = remark or other dose. Unless noted, calls come from the whole dose curve; as a rule, active = well fitted curve in the direction sought with a large enough effect; inconclusive = small, poorly fitted or top-dose-only effect, or another doubt; inactive = no such curve, though single readings can be large; an effect the other way counts as inactive or inconclusive.

Compound	ELG1 DNA repair	TCR act	AT treatment	BRCA1 expr act	CXXC DNA block	B2AR arrestin	p53 reactivator	TRPV1 agonist	PTAP TSG101 blk	a7 integrin act
CCN(CC(=O)Nc1ccc(NC(C)=O)cc1)C(=O)c1ccc2c(c1)OCO2	0.0%	3.4%	-4.8%	2.6%	.	0.1%	-2.1%	0.5	-5.0%	-11.4%
COc1ccc(C(=O)c2cn[nH]c2-c2cc(Cl)ccc2O)cc1	-25.4%	-2.3%	2.7%	-17.4%	-17.1%	-0.6%	-7.4%	8.7	-2.7%	16.3%[7.66 µM]
O=[N+]([O-])c1ccc(O)c(Nc2ncnc3ccccc23)c1	8.8%	2.5%	12.4%[11.5 µM]	-15.2%	4.2%	-0.1%	-1.9%	0.4	-3.2%	6.7%
Cc1ccc2c(c1)-n1c(nc3ccccc3c1=O)C(CC(C)C)NC2=O (stereo not given)	16.9%	.	-0.7%	.	.	0.1%	7.2%	.	.	.
O=C(COc1ccc2ccccc2c1)Nc1cccc(C(=O)Nc2ccccc2C(=O)O)c1	?	0.1%	1.8%	25.0%	-20.8%	-1.0%	1.3%	-1.7	-4.7%	-17.0%
CSc1c(C#N)c(N)nc2sc(C(=O)c3ccccc3)c(N)c12	0.0%	-2.3%	1.1%	6.4%	?	-0.7%	-2.2%	-1.4	-11.0%	0.0%
COc1ccccc1N1CCN(C2CCCN(Cc3cccc(O)c3)C2)CC1 (stereo not given)	-6.1%	13.2%	-0.3%	-27.3%	7.9%	0.5%	1.7%	2.6	-1.5%	-24.3%
Cc1nnc(-c2cnn(C)c2N)n1Cc1ccccc1F	4.4%	6.1%	-5.1%	0.4%	-2.6%	0.1%	1.2%	-0.4	-5.6%	-11.3%
COc1ccc(CC(=O)Nc2ccc(S(=O)(=O)N3CCCC3)cc2)c(OC)c1	-20.1%	-4.5%	13.6%	-20.8%	.	0.0%	1.2%	1.6	-2.8%	-39.3%
Oc1[nH]c2c(Cl)cc(Cl)cc2c1N=NC(=S)NCC1CCCO1 (stereo not given)	?	0.2%[46.1 µM]	-3.4%	-59.4%	7.2%	0.6%	-20.8%	11.2	0.1%	7.3%
O=C(Nc1cccc2ccccc12)C12CC3CC(C1)CC(n1cnc([N+](=O)[O-])n1)(C3)C2	-8.9%	-2.4%	2.8%	-52.4%	-2.7%	0.2%	2.7%	-1.5	-0.5%	-30.7%
COc1cc(NS(=O)(=O)c2ccc(NC(=S)NC(C)=O)cc2)nc(OC)n1	.	-2.4%	.	-4.2%	.	.	.	.	-4.7%	20.8%
COCC(=O)Nc1ccc(OCc2ccccc2)cc1	?	2.9%[46.1 µM]	5.2%	?	7.3%	-0.8%	?	6.6	1.0%	6.2%
CCOc1cc(NC(=S)NCCCN2CCOCC2)c(OCC)cc1NC(=O)c1cccs1	-20.7%	6.1%	-7.7%	0.0%	-0.8%	0.1%	-1.6%	4.2	3.0%	-9.2%
CCc1ccc(NC(=O)Cn2c(=O)n(CCC(=O)NC3CCN(Cc4ccccc4)CC3)c(=O)c3ccccc32)cc1	?	1.0%	-2.8%	6.5%	5.7%	0.3%	-2.5%	2.0	1.6%	15.1%
Cc1ccc(N2CC(C(=O)Nc3nnc(SCCC4OCCO4)s3)CC2=O)cc1 (stereo not given)	0.3%	-5.1%	7.7%	-15.3%	?	-0.1%	-8.5%	-1.0	-3.7%	11.4%
CCN(CC)CCCNCC(=O)Nc1cc(C)on1	?	-4.5%	0.7%	-8.4%	?	0.0%	-0.8%	-2.1	-8.1%	-27.9%
COc1ccc(OC)c(C=NNC(=O)c2ccccc2NS(=O)(=O)c2cccs2)c1	-1.7%	1.9%	0.8%	-5.6%	.	-0.7%	6.9%	.	-4.7%	25.1%
COCCN(C(=O)Nc1ccc(OC)cc1OC)C1CCN(C(C)=O)CC1	12.2%	-1.3%	-1.0%	0.4%	15.3%	-0.5%	-7.3%	-3.1	-1.6%	7.4%
COc1ccc(CN2CCCC(CO)(Cc3ccc(F)cc3)C2)c(OC)c1OC (stereo not given)	?	0.6%	3.0%	9.2%	-4.3%	0.1%	-1.3%	4.9	-9.5%	-11.2%
Cc1ccccc1Cc1c(C)nc2nc(SCC(=O)NCCCN3CCCCC3)nn2c1C	12.0%	-7.2%	2.3%	-14.5%	18.5%	0.0%	-9.3%	0.0	-1.7%	-7.6%
Cc1nn(Cc2ccc(F)cc2)c(C)c1NC(=O)c1nn(C)cc1Cl	-19.5%	10.2%[46.1 µM]	.	-9.7%	8.9%	-0.3%	-6.4%	-3.8	-1.4%	-46.5%
Cc1c(-c2ccc(/C=N/NC(=O)C(=O)Nc3ccccc3F)o2)cccc1[N+](=O)[O-]	-1.7%	-0.9%	-9.1%	-7.0%	?	-0.7%	-2.9%	-0.4	14.8%	?
COc1ccccc1N1C(=NC(=O)COc2ccccc2)SC2CS(=O)(=O)CC21 (stereo not given)	0.0%	1.7%	9.2%	0.0%	11.2%	0.1%	-3.7%	-0.8	-0.5%	-34.4%
COc1ccccc1CNC(=O)CN1C(=O)COc2ccc(S(=O)(=O)N3CCCCC3)cc21	17.6%	4.4%	1.5%	-17.8%	14.4%	-0.2%	-3.4%	0.9	-4.3%	-44.0%
Cc1ccc(C)c(NC(=O)c2cc(-c3cccnc3)nc3ccccc23)c1	?	-5.4%	3.3%	1.3%	-2.3%	-0.2%	-0.9%	2.7	-1.5%	12.3%
O=c1c2ccccc2ncn1CCCCOc1ccccc1F	-3.2%	-2.9%	-1.2%	30.9%	-1.6%	0.5%	1.7%	0.1	-3.5%	-12.1%
COc1ccc(-n2c(SCC(=O)N3CCCCC3)nnc2-c2cccnc2)cc1	15.2%	.	-5.4%	20.0%	-3.3%	-0.9%	2.5%	-3.1	1.2%	10.7%
NC1=NC2(CCCCC2)N(c2ccc(F)cc2)C(N)=N1	-0.5%	-3.4%[46.1 µM]	1.2%	19.8%	-2.2%	-0.4%	-4.5%	0.0	-5.4%	7.1%
O=C(CC(C(=O)O)P(=O)(c1ccccc1)c1ccccc1)c1ccccc1 (stereo not given)	22.8%	-4.2%	-5.4%[11.5 µM]	-8.6%	0.0%	0.1%	3.3%	19.9	-3.8%	1.3%
O=C(Nc1cccc(Cl)c1Cl)C1CC(=O)N(c2ccc(Br)cc2)C1 (stereo not given)	-29.2%	1.2%[46.1 µM]	0.2%	1.5%	-11.6%	-0.1%	-3.5%	?	-3.0%	5.9%
O=C(CC1C(=O)NCCN1Cc1ccc(F)cc1Cl)NC1CCCCCCC1 (stereo not given)	-1.6%	0.0%	-3.0%	-8.3%	-13.6%	-0.2%	4.8%	5.0	.	-18.3%
O=C(O)C1NCCc2ccccc21 (stereo not given)	-3.6%	-0.6%	6.6%	-1.0%	12.9%	-1.2%	-6.6%	0.8	-8.2%	-32.2%
c1ccc(Cn2nnc3c(NCC4CCCO4)nc(C4CC4)nc32)cc1 (stereo not given)	?	5.1%	-1.7%	-27.2%	3.8%	-0.9%	1.1%	27.6	-10.1%	-46.2%

Not a retest: an excerpt of the list.
Compound	ELG1 DNA repair	TCR act	AT treatment	BRCA1 expr act	CXXC DNA block	B2AR arrestin	p53 reactivator	TRPV1 agonist	PTAP TSG101 blk	a7 integrin act
CCN(CC(=O)Nc1ccc(NC(C)=O)cc1)C(=O)c1ccc2c(c1)OCO2	0.0%	3.4%	-4.8%	2.6%	.	0.1%	-2.1%	0.5	-5.0%	-11.4%
COc1ccc(C(=O)c2cn[nH]c2-c2cc(Cl)ccc2O)cc1	-25.4%	-2.3%	2.7%	-17.4%	-17.1%	-0.6%	-7.4%	8.7	-2.7%	16.3%[7.66 µM]

Bioassay records from PubChem.
